14-3-3 Bad PPI: disrupts binding of bovine 14-3-3 zeta to phospho-Bad peptide | TR-FRET 14-3-3zeta/Dy647-pBad peptide displacement, 1 h | P63103 | 220,000 tested, 0.71% active | inhibition, % at 21.7 µM | AID 781;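 active = inhibition above about 70%, limit read from the data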;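 also: 0% = full 14-3-3 plus peptide FRET controls and 100% = background without 14-3-3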
NPY-Y1 antag: blocks the human neuropeptide Y Y1 receptor; P25929; HEK293-CNG Y1 cells, membrane potential fluorescence; NPY at EC95, then isoproterenol; 200,000 tested, 1% active; AID 1040; inhibition, % at 3.6 µM;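 active = inhibition above the campaign mean inhibition of all tested compounds plus 3 SD, cut at about 20% in these data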;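 also: 0% = DMSO wells given NPY plus isoproterenol and 100% = isoproterenol alone without NPY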
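Material: HEK293 Y1/CNG channel cell line | Also added: NPY (25 nM), isoproterenol (1 µM), Ro 20-1724 (25 µM) | Compound: One concentration, 3.6 µM, in 0.4% DMSO | Schedule: 3 h dye uptake, 1 h room-temperature compound, 45 min post-isoproterenol | Signal: Membrane-potential fluorescent dye readout | Read-out: % inhibition of NPY effect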
PPC-1+TRAIL kill: PPC-1 cancer cell killing with TRAIL present. PPC-1 cells + TRAIL, ATPLite viability luminescence. cell killing (% activity), % at 4 µM. AID 1443. 220,000 tested, 0.41% active;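 active = cell killing above 50% in the first pass at 4 µM, then a duplicate retest at 5 µM averaging 50% or more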;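 also: plate controls were cells with TRAIL plus DMSO for no effect and medium-only wells lacking cells for full effect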
TRPML3 agonist: activates the human TRPML3 channel. 220,000 tested, 0.29% active. Q8TDD5. activation, % at 3 µM. HEK293 TRPML3-YFP, Fluo-8 calcium fluorescence; 100% = the carbachol control signal;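 active = activation above its plate's cutoff, the mean activation of the plate's test wells plus 3 SD, cut at about 12% in these data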;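 also: 0% = DMSO only wells and 100% = carbachol wells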
Target sequence (Q8TDD5 whole entry, looked up): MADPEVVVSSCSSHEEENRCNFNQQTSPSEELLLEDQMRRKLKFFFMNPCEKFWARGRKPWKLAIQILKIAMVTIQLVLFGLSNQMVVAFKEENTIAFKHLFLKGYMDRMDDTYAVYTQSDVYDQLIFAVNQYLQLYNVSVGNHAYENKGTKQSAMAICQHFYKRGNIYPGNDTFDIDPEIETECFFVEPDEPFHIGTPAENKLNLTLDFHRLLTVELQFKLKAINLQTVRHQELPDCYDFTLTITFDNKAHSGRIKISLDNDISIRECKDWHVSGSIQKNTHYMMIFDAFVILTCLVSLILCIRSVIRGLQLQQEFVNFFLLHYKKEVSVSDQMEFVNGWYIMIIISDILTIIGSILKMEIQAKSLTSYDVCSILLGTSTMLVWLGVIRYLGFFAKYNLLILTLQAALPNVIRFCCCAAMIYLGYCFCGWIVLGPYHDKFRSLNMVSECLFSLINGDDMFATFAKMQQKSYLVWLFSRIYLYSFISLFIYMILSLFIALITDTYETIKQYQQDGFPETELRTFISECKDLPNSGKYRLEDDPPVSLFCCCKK
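Test system – HEK293 line with stable expression of human TRPML3-YFP channel · Control set – carbachol 87 µM final as high control (100%), DMSO as low control (0%) · Signal – Fluo-8 calcium dye fluorescence, ex 470-495, em 515-575 nm · Incubation – 1-h 37 °C dye load, 5-s basal, 120-s post-compound reads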
NPY1 pot ag: human NPY-Y1 potentiation or agonism, primary screen | NPY-Y1 expressing cells, potentiator/agonist activation | 220,000 tested, 0.37% active | AID 1304 | P25929 | activation, % at 3.6 µM; in the data active = activation above about 33%, passing the limit was not always enough;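 also: cells stimulated with NPY at EC10 then isoproterenol at EC100; 0% = low agonist plus stimulus and 100% = saturating agonist plus stimulus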
zfTRPN1 agonist: agonists of zebrafish TRPN1 channel | activation, % at 3 µM | HEK293 zebrafish TRPN1-YFP, Fluo-8 calcium fluorescence; 100% = response to 87 µM carbachol | 220,000 tested, 0.18% active;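 active = activation above its plate's cutoff, the mean activation of test wells on that plate plus 3 SD, cut at about 19% in these data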;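 also: 0% = DMSO alone and 100% = 87 µM carbachol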
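Material – zebrafish TRPN1-YFP in HEK293 cells · Doses – 3 µM single point · Schedule – dye 1 h 37 °C plus 30 min RT · Signal – Fluo-8 calcium fluorescence, excitation 470-495 nm, emission 515-575 nm · Read-out – % activation versus carbachol response · Control set – carbachol high, DMSO low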
PGE2 EP2 inh: EP2 receptor (human) inhibition; AID 1422; C6 glioma cells expressing human EP2, cAMP TR-FRET; cells stimulated with saturating PGE2; inhibition, % at 25 µM; 260,000 tested, 0.52% active; P43116;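 active = percent inhibition above 40 after rounding to a whole number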;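 also: rat C6 glioma host cells with rolipram phosphodiesterase inhibitor present; the protocol text gives 20 µM as final concentration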
EP2 mod: modulates human prostaglandin E2 receptor EP2 signaling | induction, % at 25 µM | AID 940 | EP2-expressing cells, cAMP HTRF FRET, PGE2 co-stimulation | P43116 | 260,000 tested, 0.83% active;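 active = compounds whose cAMP rise, as percent of the full-agonist control response, exceeds 60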;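 also: rat C6 glioma line stably carrying human EP2 under a CMV promoter; the protocol text gives 20 µM as final concentration; 100% = response of wells given 1 µM PGE2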
CHOP inhibitor: CHOP inhibition in unfolded protein response; CHO-K1 CHOP-promoter luciferase, tunicamycin-induced, 15-18 h; inhibition, % at 10 µM; 220,000 tested, 3.8% active;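 active = compounds that reduced the stress-induced luciferase reporter signal by more than about 70% of percent inhibition, limit read from the data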;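 also: 0% = tunicamycin plus vehicle and 100% = wells without tunicamycin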
The depositor's hits bear a star; · = no result given; [ ] = another dose, or the depositor's remark. Only part of the results is shown; rates above refer to the full screens.

SMILES | 14-3-3 Bad PPI | NPY-Y1 antag | PPC-1+TRAIL kill | TRPML3 agonist | NPY1 pot ag | zfTRPN1 agonist | PGE2 EP2 inh | EP2 mod | CHOP inhibitor
Clc1ccccc1-c1nc2ccccc2c2nncn12 | 5.0 | 1.9 | -17.6 | 0.1 | 13.2 | 0.4 | 6.7 | -3.9 | 9.8
COc1ccc(C(=O)C(OC(=O)CNC(=O)c2ccco2)c2ccccc2)cc1 (configuration not stated) | -5.6 | -6.5 | -0.3 | 0.2 | 1.0 | 0.3 | 4.6 | 22.0 | -1.1
N#Cc1c(NC(=O)CSc2nnc(-c3ccco3)n2-c2ccccc2)sc2c1CCC2 | 1.4 | -4.3 | 20.9 | 0.3 | 110.5* | 0.5 | 16.2 | 13.7 | 10.6
Cc1nnc2c(Oc3ccccc3)nc3ccccc3n12 | -5.3[fluorescence artefact?] | 6.9 | 4.2 | 0.2 | 10.9 | 0.1 | 19.8 | 30.7 | 5.9
O=C(CCn1c(=O)c2ccccc2n(CC(=O)NC2CCCC2)c1=O)NCc1ccco1 | 11.0[fluorescence artefact?] | 4.2 | -2.6 | 0.3 | -1.1 | -0.8 | 11.4 | 26.1 | -0.4
Cc1nc2ccccc2c(=O)[nH]1 | 11.4 | 0.0 | 20.6 | 0.4 | 12.1 | -0.6 | 10.3 | 2.3 | -8.8
O=C(N/N=C/c1ccc[nH]1)c1ccc(COc2cccc3cccnc23)cc1 | -20.6 | 4.7 | 2.8 | 0.2 | -0.8 | 2.6 | 22.2 | -52.6 | 11.9
O=C(N/N=C\c1ccc(F)cc1)c1cc(OCC(F)(F)F)ccc1OCC(F)(F)F | -6.2[fluorescence artefact?] | 5.3 | 2.9 | 0.9 | -17.6 | -0.5 | 8.1 | 6.5 | 42.1
CCC(NC(=O)c1ccccc1Br)c1ccccc1 (configuration not stated) | -4.1 | 0.9 | 17.0 | 0.0 | -4.7 | -1.4 | 7.3 | -45.1 | 6.5
CCOc1ccc(N(CC(=O)NC(C)(C)C)S(=O)(=O)c2c(C)noc2C)cc1 | -4.8 | -0.1 | 37.5 | -0.1 | -10.3 | -0.6 | 12.8 | 21.1 | 2.4

Marked active in NPY1 pot ag, among the entries above:
| structure | 14-3-3 Bad PPI | NPY-Y1 antag | TRPML3 agonist | NPY1 pot ag | EP2 mod | CHOP inhibitor |
| --- | --- | --- | --- | --- | --- | --- |
| N#Cc1c(NC(=O)CSc2nnc(-c3ccco3)n2-c2ccccc2)sc2c1CCC2 | 1.4 | -4.3 | 0.3 | 110.5* | 13.7 | 10.6 |

Back to the main list, repeating the 2 entries before the break.
SMILES | 14-3-3 Bad PPI | NPY-Y1 antag | PPC-1+TRAIL kill | TRPML3 agonist | NPY1 pot ag | zfTRPN1 agonist | PGE2 EP2 inh | EP2 mod | CHOP inhibitor
CCC(NC(=O)c1ccccc1Br)c1ccccc1 (configuration not stated) | -4.1 | 0.9 | 17.0 | 0.0 | -4.7 | -1.4 | 7.3 | -45.1 | 6.5
CCOc1ccc(N(CC(=O)NC(C)(C)C)S(=O)(=O)c2c(C)noc2C)cc1 | -4.8 | -0.1 | 37.5 | -0.1 | -10.3 | -0.6 | 12.8 | 21.1 | 2.4
O=C(CCSc1ccccc1)NCCN1CCOCC1 | -1.3[fluorescence artefact?] | 0.6 | 5.2 | -0.1 | -0.5 | 1.6 | 4.0 | 7.3 | 35.0
Cc1ccc(NC(=O)c2cc(N3C(=O)C=CC3=O)ccc2N2CCOCC2)cc1Cl | -27.3 | -1.9 | 23.7 | 0.4 | 27.5 | 0.5 | 94.1* | -59.3 | 100.4*
Cc1ccc(C=Nc2ccc(N(C)C)cc2)o1 | -3.8 | -8.4 | -2.1 | -1.1 | 32.9 | 0.0 | 13.7 | -15.0 | -32.5
Cc1oc(-c2ccccc2F)nc1CS(=O)(=O)CC(=O)N1CCOCC1 | 10.0 | -1.8 | -8.8 | 0.1 | 12.5 | -0.5 | 4.6 | 2.8 | 28.6
N/C(=N\O)c1ccc(Cl)cc1Cl | 4.9 | · | 11.6 | 0.8 | -7.4 | 0.4 | 0.6 | 13.6 | -5.5
Cc1ccccc1N1C(=O)N(c2cccc(C(F)(F)F)c2)C2CS(=O)(=O)CC21 (configuration not stated) | 20.7 | -1.1 | 4.9 | 1.0 | 3.5 | 0.3 | 8.9 | 33.2 | 32.5
Nc1[nH]c(=S)[nH]c(=O)c1-c1ccccc1 | -2.1 | 9.7 | -2.3 | 0.3 | 7.0 | 1.1 | 10.0 | -2.7 | 9.7
COc1cccc(-c2nnc(NC(=O)c3ccc(S(=O)(=O)N4CCOCC4)cc3)o2)c1 | 1.2 | -3.3 | -11.3 | -0.4 | -32.6 | -0.2 | 9.9 | 0.6 | 35.6
CCOCCn1cnc2sc(C(=O)Nc3nc(C)c(C(=O)OCC)s3)c(C)c2c1=O | · | 1.6 | 4.5 | 0.5 | -14.9 | 0.5 | 10.2 | · | ·
Cc1nnc(C)n1/N=C/c1ccccn1 | 8.0 | 4.2 | 6.1 | 0.8 | 6.7 | 0.7 | 4.5 | 8.4 | 0.6
COc1ccc2[nH]c(=O)c(CN(Cc3cccs3)S(=O)(=O)c3c(C)ccc4nsnc34)cc2c1 | 0.1 | 0.9 | -2.9 | 0.4 | -18.6 | 0.7 | 9.2 | -16.5 | -24.7
COc1ccc(-n2c(COc3ccccc3)nnc2SCc2ccc(C#N)cc2)cc1 | 1.9 | -1.7 | 3.2 | -0.1 | -14.9 | -1.0 | 8.1 | 43.3 | -13.2
O=S(=O)(c1cccs1)N1CN(CC2CCCO2)c2nc3ccccc3nc21 (configuration not stated) | 8.6 | -1.0 | 1.9 | -0.1 | -16.1 | 1.0 | 8.0 | -16.6 | -30.9

Copied from the list.
In NPY1 pot ag, `CCOCCn1cnc2sc(C(=O)Nc3nc(C)c(C(=O)OCC)s3)c(C)c2c1=O` has -14.9
In TRPML3 agonist, `Nc1[nH]c(=S)[nH]c(=O)c1-c1ccccc1` has 0.3
In PGE2 EP2 inh, `Cc1nnc(C)n1/N=C/c1ccccn1` has 4.5
In 14-3-3 Bad PPI, `Cc1ccc(NC(=O)c2cc(N3C(=O)C=CC3=O)ccc2N2CCOCC2)cc1Cl` has -27.3

Bioassay records as filed in PubChem.
